# NR2E3 ag-1: agonists of human NR2E3 nuclear receptor | AID 602229 | inhibition of corepressor binding, % at 3.98 µM | CHO-S Gal4-NCOR/VP16-NR2E3 two-hybrid, luciferase | 360,000 tested, 0.35% active;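 active means inhibition above the mean of all tested compounds plus 3 SD, cut at about 70% in these data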;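 further: 0% = DMSO with NR2E3 transfected cells and 100% = cells lacking NR2E3 construct; higher means lower luciferase signal from less NR2E3 corepressor binding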
# Target sequence (Q9Y5X4 whole entry, looked up, the tested form may be a part): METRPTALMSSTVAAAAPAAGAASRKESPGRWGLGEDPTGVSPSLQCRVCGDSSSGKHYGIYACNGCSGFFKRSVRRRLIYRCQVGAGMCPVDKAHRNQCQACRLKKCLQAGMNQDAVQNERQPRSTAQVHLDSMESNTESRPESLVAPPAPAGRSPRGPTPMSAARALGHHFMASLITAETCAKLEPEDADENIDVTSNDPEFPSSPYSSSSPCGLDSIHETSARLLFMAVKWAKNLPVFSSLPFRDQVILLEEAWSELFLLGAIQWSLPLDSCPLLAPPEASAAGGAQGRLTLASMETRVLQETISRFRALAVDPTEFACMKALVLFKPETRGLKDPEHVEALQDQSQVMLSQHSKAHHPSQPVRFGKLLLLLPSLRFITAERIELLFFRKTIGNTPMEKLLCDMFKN
# MITF TRPM1 inh: inhibitors of MITF-driven TRPM1 promoter in melanoma cells | SK-MEL-5 TRPM1 promoter luciferase, 24 h | inhibition, % at 12.5 µM | 330,000 tested, 0.83% active;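 active means mean inhibition across replicates of 60% or more, whatever share of single replicates reaches that level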; further: values of inactives mirror those of a sister screen read the other way
# aDG glyco act: alpha-DG glycosylation activation; Pro5-aDG cells, alpha-DG glycosylation AlphaScreen (IIH6); 0% Pro5, 100% B10-LARGE cell signal; activation, % at 10 µM; 360,000 tested, 0.22% active; AID 624168;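 active means activation of at least 8% versus controls, or a plate z-score of at least 8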;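 further: Pro5 are CHO cells carrying HIG-tagged alpha-DG that lacks glycosylation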
# HIF-2a inh: HIF-2a inhibition. 786-0 RCC cells HIF-2a reporter, luciferase luminescence, overnight. inhibition, % at 18.8 µM. 360,000 tested, 0.72% active;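 active means inhibition of the luminescence signal of 40% or more relative to plate controls, in a single-dose primary screen at 18.75 µM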
# TWEAK-Fn14 inh: blocks TWEAK-Fn14 interaction in a reporter cell assay; TWEAK-stimulated Fn14 reporter cells, luciferase luminescence, 8 h; inhibition, % at 10 µM; 360,000 tested, 2% active; in the data active means inhibition above about 50%
# Shn3 inh set2: Schnurri-3 reporter inhibition in Clone20 osteoblasts | Clone20 osteoblast Shn3 3'UTR firefly luciferase, 24 h | AID 588674 | 360,000 tested, 0.52% active | inhibition, % at 12.5 µM;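 active means mean inhibition of at least 75% with every replicate also reaching 75%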;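 further: 0% = median of neutral control wells and 100% = pilot-screen positive control compound; some compounds past the cut are filed as inactive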
# KKLEB tox: counter-screen for CF NF-kB inhibitors: cytotoxicity; AID 602141; activity change (cytotoxicity), % at 5 µM; KKLEB CF airway cells viability, ATPlite luminescence, overnight; stronger effect = lower value; cells stimulated with P. aeruginosa culture filtrate; 360,000 tested, 0.36% active;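 active means corrected activity change at or below -50% at 5 µM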
# hiPSC survival: enhancers of human iPSC single-cell survival; hiPSC single-cell survival, ATPlite luminescence; 100% = ROCK inhibitor wells, 0% = DMSO; 360,000 tested, 0.044% active; survival enhancement, % at 20 µM; in the data active means survival enhancement above about 18%;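 further: cells exposed to compounds for 16 hours before the ATP read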
# CF NFkB block: cystic fibrosis NF-kB activation inhibition | KKLEB NF-kB-GFP reporter, PAF-induced, GFP fluorescence overnight | 360,000 tested, 0.86% active | AID 588850 | inhibition, % at 5 µM;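 active means at least 50% inhibition at 5 µM, scaled per plate between neutral and stimulator controls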;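 further: PAF is a Pseudomonas aeruginosa culture filtrate used as stimulus; plate controls were PAF-stimulated DMSO wells for no effect and unstimulated DMSO wells for full effect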
# NR2E3 ag-2: activates human photoreceptor nuclear receptor NR2E3. Q9Y5X4. 320,000 tested, 0.12% active. AID 2300. inhibition of corepressor binding, % at 4.78 µM. GST-NR2E3/biotin-RetCOR TR-FRET, 1536-well;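 active means percent inhibition above the cutoff of mean plus 3 SD of all tested compounds, set per screening campaign, cut at about 20% in these data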;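 further: 0% = DMSO wells and 100% = biotin wells as full block of FRET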
#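 Format: 1536-well format; test system: GST-NR2E3 and biotin-RetCOR proteins; read-out basis: percent inhibition of TR-FRET ratio; timing: 5 h incubation at 4 °C; detection: time-resolved FRET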
# Peg3 prom inh: inhibitors of Peg3 promoter. 360,000 tested, 1.7% active. HeLa PEG-Prom luciferase reporter, luminescence, overnight. inhibition, % at 20 µM;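 active means inhibition of at least 50% at 20 µM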
# The depositor's hits bear a star; / = not tested or not shown. An unsorted share of the library; any-hit rate near 4.4%.
# Every second line gives: NR2E3 ag-1	MITF TRPM1 inh	aDG glyco act	HIF-2a inh	TWEAK-Fn14 inh	Shn3 inh set2	KKLEB tox	hiPSC survival	CF NFkB block	NR2E3 ag-2	Peg3 prom inh
Cc1ccc(S(=O)(=O)N2CCCCC2)cc1NC(=O)c1cnccn1
 : -20	6	0.0	14	1	13	2	0.1	8	/	4
CN1CCc2c(C#N)c(N3CCCCC3)nc(NCc3ccccc3)c2C1
 : -7	-6	0.1	-6	-2	17	-10	15	6	-3	0
COc1ccc(N2C(=O)CC(N3CCN(S(=O)(=O)c4c(F)cccc4F)CC3)C2=O)cc1OC (stereo not given)
 : -23	-11	0.1	5	-5	-3	15	-2.3	2	1	7
Cc1ccc(C(=O)NCCSc2ccc(Cl)cc2)cc1S(=O)(=O)Nc1ccccc1
 : 16	7	0.0	23	47	27	2	0.4	-32	2	36
CC1CC(=O)N(c2ccc(NCCc3ccc(O)cc3)c([N+](=O)[O-])c2)C1=O (stereo not given)
 : -35	7	-0.2	-3	49	3	-9	0.9	2	2	-14
CCOc1cc(C)c(S(=O)(=O)Nc2ccc(Cl)cn2)cc1C
 : 27	4	2.2	8	7	6	2	-0.6	10	4	24
CN(C)/C=N/C1=C(C#N)C(c2ccc(Br)cc2)c2ccc3ccccc3c2O1 (stereo not given)
 : -32	-3	0.0	-36	33	0	3	-0.5	-10	0	-1
O/N=C1/CC/C(=N\O)c2nn(-c3ccccc3)nc21
 : -70	-28	-0.3	-89	-20	-41	-8	2.7	18	1	-144
COc1ccc(CC(=O)N(C)CC(=O)Nc2ccccc2SC)cc1
 : -20	7	0.0	15	0	3	8	0.3	3	1	13
Cc1cccc(NC(=O)c2ccc(-c3ccccc3[N+](=O)[O-])o2)c1
 : -9	-26	1.1	-118	-1	-13	14	1.2	-33	1	-118

# Next part; it opens with the 2 that closed the last part.
# Every second line gives: NR2E3 ag-1	MITF TRPM1 inh	aDG glyco act	HIF-2a inh	TWEAK-Fn14 inh	Shn3 inh set2	KKLEB tox	hiPSC survival	CF NFkB block	NR2E3 ag-2	Peg3 prom inh
COc1ccc(CC(=O)N(C)CC(=O)Nc2ccccc2SC)cc1
 : -20	7	0.0	15	0	3	8	0.3	3	1	13
Cc1cccc(NC(=O)c2ccc(-c3ccccc3[N+](=O)[O-])o2)c1
 : -9	-26	1.1	-118	-1	-13	14	1.2	-33	1	-118
O=C(O)c1ccc(CNCc2cccc(Oc3ccccc3)c2)cc1
 : -3	-4	0.1	14	11	21	9	0.7	-12	-2	6
COc1ccc(CNC(=O)c2cc(C3CC3)nc3c2cnn3C(C)C)cc1
 : 10	-2	-0.1	21	-5	7	1	0.6	19	3	8
CCn1cc(C(=O)OC)c(=O)c2ccc(C)nc21
 : 0	5	0.5	20	-12	19	7	0.1	0	-3	-7
CCCCNC(=O)Cn1cnc2sc(C)c(S(=O)(=O)N3CCN(c4ncccn4)CC3)c2c1=O
 : -27	1	-0.1	12	6	21	3	2.2	10	1	6
O=C(c1ccccc1)N1CCn2c1nc1ccccc12
 : -31	-9	-0.1	-56	-11	-4	-4	-0.6	6	-1	-39
CNC(=O)c1c2c(nc3ccc(Br)cc13)CCCC2
 : 7	13	0.0	15	13	2	0	1.4	13	11	8
O=[N+]([O-])c1cccc(S(=O)(=O)c2ccc(NCCOCCO)c([N+](=O)[O-])c2)c1
 : -5	7	-0.1	4	-11	-3	-2	-0.1	3	3	10
O=c1cc(CN2CCN(Cc3ccccc3)CC2)c2cc(Cl)ccc2o1
 : -2	-4	0.2	-3	-8	-1	6	-0.4	-14	/	10
COc1ccccc1CNC(=S)Nc1ccc2nc(N3CCN(C)CC3)cc(C)c2c1
 : 11	3	0.6	7	-2	27	-3	-0.5	3	2	20
Cc1ccc(NC(=O)CN2C(=O)N/C(=C\c3cccnc3)C2=O)cc1
 : -7	-14	0.1	8	-3	-4	4	-1.2	-7	0	7
COc1ccc(N(CC(=O)Nc2ccccc2F)S(=O)(=O)c2ccc(C)c([N+](=O)[O-])c2)cc1
 : 14	11	-0.1	6	11	44	5	1.1	6	2	8
CCC1=C(OC(=O)N(CC)CC)N2C(=O)OC(=NCCc3c[nH]c4ccccc34)[C@]2(Cc2ccccc2)[C@H]2C1=CC[C@H]1C(=O)N(CC(=O)OC)C(=O)[C@H]12
 : -6	-9	0.1	10	10	20	4	-2.2	16	1	4
C=CCn1c(=O)c(C(=O)Nc2ccc(C)cn2)c(O)c2ccccc21
 : -1	-8	-0.1	-43	-7	-6	2	-0.4	-7	-2	-18
CC(C)Nc1nc(-c2cccnc2)nc(-c2ccccc2)c1C#N
 : -24	4	0.0	12	-5	9	3	2.0	-6	-2	7
Cc1ccc(C(=O)C2=C(O)C(=O)N(c3ncccn3)C2c2ccc(F)cc2)o1 (stereo not given)
 : 18	-6	0.2	7	-8	-34	-1	-0.6	-8	5	0
COc1ccc(/C=N/NC(=O)c2cccc(NC(=O)c3ccccc3Cl)c2)c(OC)c1
 : 19	7	2.2	-34	-63	-13	6	-3.0	2	4	-8
COc1ccc(-c2c(NC(=O)CC(C)C)n(C)c3ccccc3c2=O)cc1OC
 : 3	-5	0.0	7	9	-4	3	-0.1	12	-2	-4
Cc1cc(Cl)c2oc(C(=O)N3CCN(c4cnccn4)CC3)c(C)c2c1
 : -57	/	1.4	-129	28	-24	2	1.0	16	/	-111
O=C(COC(=O)c1cccs1)Nc1ccccc1C(F)(F)F
 : -4	/	-0.2	6	-20	17	1	0.5	7	2	6
C[C@@H]1CN([C@H](C)CO)C(=O)c2cc(C#Cc3ccccc3F)cnc2O[C@@H]1CN(C)S(=O)(=O)c1ccccc1F
 : 3	/	0.2	10	-10	-19	-6	-0.3	-18	/	-13
COc1ccc2ncc(OC(C)=O)cc2c1
 : -2	-16	-0.1	-1	-19	-29	11	3.3	-1	-2	-16
COc1ccccc1CC(=O)Nc1ccc(S(=O)(=O)N2CCN(C)CC2)cc1
 : -5	11	-0.1	21	-12	12	7	-0.6	6	4	8
CCc1nn(CCCC(=O)NCc2ccc(OC(C)C)cc2)c(=O)c2cc3occc3n12
 : -31	9	0.0	-18	-34	3	-3	0.0	-2	-2	5
COc1ccc(N(C(=O)COc2ccc(C)cc2)S(=O)(=O)c2ccc(C)cc2)cc1
 : -10	19	-0.1	8	21	-4	-4	-1.2	5	-2	19
Cc1ccc(C)c(-n2nnnc2SCC(=O)NNC(=O)c2ccco2)c1
 : 14	/	-0.1	9	5	14	9	0.7	17	0	-1
CCCN1CCN(C(=O)C2CCN(c3ncnc4c3nc3n4CCCCC3)CC2)CC1
 : -7	2	-0.1	13	-1	12	-10	-0.4	-3	1	-2
COC(=O)C1CCN(C(=O)COC(=O)/C=C/c2ccc(O)c(OC)c2)CC1
 : 1	0	-0.1	-4	-8	-4	-10	-0.4	11	/	6
Cc1cc(C(=O)NC(=S)Nc2cccc(NC(=O)C(C)C)c2)ccc1[N+](=O)[O-]
 : -4	-24	0.2	-71	18	-50	5	0.1	-4	1	-46
Cc1ccc(C(=O)c2coc3c2C(=O)C(=O)c2ccccc2-3)cc1
 : -195	-67	2.9	-131	-33	-34	13	-1.4	7	3	-38
COCC(C)N=CC1=C(O)CC(C)(C)CC1=O (stereo not given)
 : -30	7	-0.3	-9	-3	-12	0	1.1	6	-1	-1
CCCCCCCNC(=O)C1(CC2CC(c3ccccc3)=NO2)CCNCC1 (stereo not given)
 : 12	-1	0.7	-11	-4	-7	-5	-5.0	10	3	94*
COc1ccc(N2C(=O)C(=O)/C(=C(/O)c3ccc(C)cc3)C2c2cccnc2)cc1 (stereo not given)
 : -15	-7	-0.1	-36	-6	-29	8	-1.9	-4	1	-11
CON(C)C(=O)c1ccccc1N(C)C(=O)OC(C)(C)C
 : -2	-6	-0.2	15	-10	9	-9	1.6	-1	/	-12
COc1ccc(C)cc1NC(=O)Cc1csc(NC(=O)Nc2ccccc2OC)n1
 : -17	/	-0.1	-19	43	7	12	0.6	-24	/	24
CN(Cc1nccn1C)C(=O)C1CCC(=O)N(CCc2ccc(Cl)cc2)C1 (stereo not given)
 : -4	-5	-0.1	12	-3	-18	-6	0.0	12	-1	-4
COc1ccc(/C=C/C(=O)OCC(=O)c2c(N)n(C)c(=O)n(C)c2=O)cc1
 : -9	6	0.5	7	5	-29	5	6.4	8	1	-13
NS(=O)(=O)c1cccc(NC(=O)COC(=O)Cc2ccc(Cl)cc2)c1
 : -22	0	0.1	20	-18	17	5	1.8	-4	-1	1
CSCC[C@H](NC(=O)Cc1ccc(Cl)cc1)C(=O)N1CCC2(CC1)NCCc1[nH]cnc12
 : -18	-1	-0.1	3	-1	5	0	0.0	6	-2	0
CC(=O)Nc1ccc(C(=O)N2CCCCC2c2cc(C(=O)N3CCOCC3)no2)cc1 (stereo not given)
 : -20	/	-0.2	10	18	-8	2	-1.6	-2	/	-5
CCN(CC)c1ccc(C(NC(=O)C(C)C)c2ccc3cccnc3c2O)cc1 (stereo not given)
 : -22	/	0.6	5	-9	80	-3	-3.0	-9	/	48
COc1cc(/C=C2\SC(=O)NC2=O)ccc1OCC(=O)N1CCOCC1
 : -33	-3	0.5	7	-7	4	-16	-3.5	-5	/	-10
CS(=O)(=O)N1CCc2ccccc2C1
 : -4	6	0.0	16	2	6	-6	0.2	-1	-2	6
CSc1ccccc1OCc1cc(C(=O)N2CCN(c3ncccn3)CC2)no1
 : -28	-27	0.0	-73	-2	9	-9	0.1	-6	-2	-48
CC(C)c1ccc(NC(=O)NC2CCCCC2)cc1
 : -144	-45	1.1	-305	-27	-51	-10	-4.4	3	5	-356
COc1ccc(CNCc2ccc3c(c2)OCO3)c(OC)c1OC
 : -16	14	0.0	0	2	-9	-2	2.0	-4	/	2
Cc1ccc(C(=O)NCC(=O)OCC(=O)c2c(N)n(C)c(=O)n(C)c2=O)s1
 : -12	-2	-0.4	10	-11	14	8	1.6	4	0	-11
Cc1[nH]c2ccccc2c1/C=C/c1nc2ccccc2c(=O)n1CCO
 : 16	-18	-0.6	-8	13	24	5	0.0	4	-6	-14
COc1ccc(C)cc1NC(=O)CSc1nnc(-c2ccc(OC)c(OC)c2)n1N
 : -3	-1	0.1	16	-1	-82	-8	3.6	-1	0	9
O=C(Cc1ccccc1)Nc1cccc(S(=O)(=O)N2CCCCCC2)c1
 : -11	17	-0.2	7	7	7	-1	-0.3	8	3	21
O=C(OCC(=O)N1CCN(c2cccc(Cl)c2)CC1)c1ccco1
 : 10	-5	-0.1	0	7	1	16	8.3	-16	0	-2
O=[N+]([O-])c1cc(/C=N\O)ccc1Oc1ccc(F)cc1
 : -33	-8	0.1	-84	-25	-18	-18	1.7	18	4	-78
CCc1nnc(SCc2ccc(OC)c(Br)c2)n1N
 : -1	-10	0.2	1	-7	-15	-2	2.0	10	-1	-8
CSc1cccc(NC(=O)C2CCCN(S(=O)(=O)c3cccs3)C2)c1 (stereo not given)
 : -21	-9	0.0	32	-5	5	4	0.0	-4	5	23

# Screening data: PubChem, several laboratories
